# Source: PubChem BioAssay
# T cell modulator = modulators of CD8 T cell-vesicle binding, primary screen, mouse 2C CD8+ T cells, flow cytometry. 2C CD8+ T cell-vesicle binding; hits give low values. calls only at 7 µM. 0.068% of 330,000 active;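 active means response, share of CD8 T cells binding vesicles, and their 90th percentile fluorescence all below set limits, cut at about 80% in these data, passing the limit was not always enough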
#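 Material: 2C TCR transgenic mouse naive CD8+ T cells, MACS-purified. Also added: QL9-charged Drosophila Ld/ICAM-1/B7-1 vesicles. Timing: binding 1.5 h at 37 °C. Measured by: high-throughput flow cytometry with anti-B7-1 and anti-CD8 staining. Read-out: percent CD8+ FL2 mean versus row control. Controls: Unloaded micro-vesicles (low), QL9 vesicles with 0.7% DMSO (high).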
# GPR55 activation = GPR55 agonists via beta-arrestin recruitment, primary screen, imaging, U2OS cells, beta-arrestin-GFP redistribution (AID 1961); G-protein coupled receptor 55 (Homo sapiens); U2OS GPR55 beta-arrestin-GFP redistribution imaging; higher % means a stronger effect; one-dose activation, % at 10 µM; EC50 in µM for titrated hits; 0.048% of 290,000 active;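 active means activation above 40% with more than 50 cells counted in the well; inconclusive means wells holding fewer than 50 cells, flagged as toxic or sparse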;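 further: U2OS osteosarcoma cells stably expressing GPR55 and beta-arrestin-GFP; plate controls were DMSO negative control for no effect and LPI positive control for full effect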
# NTR1 ag = agonists of NTR1, primary screen, imaging, U2OS cells, beta-arrestin-GFP, high content (AID 493036) | NTR1-U2OS beta-arrestin-GFP spot imaging, agonist mode | activation, % at 20 µM | 0.17% of 330,000 active;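 active means activation at or above 40% of the spot to cytoplasm intensity ratio, with at least 20 cells analyzed; inconclusive means wells under 20 cells, flagged as cytotoxic or low count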;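 further: 0% = DMSO without peptide and 100% = 100 nM NTR1 peptide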
# Target sequence (P30989 whole entry, looked up): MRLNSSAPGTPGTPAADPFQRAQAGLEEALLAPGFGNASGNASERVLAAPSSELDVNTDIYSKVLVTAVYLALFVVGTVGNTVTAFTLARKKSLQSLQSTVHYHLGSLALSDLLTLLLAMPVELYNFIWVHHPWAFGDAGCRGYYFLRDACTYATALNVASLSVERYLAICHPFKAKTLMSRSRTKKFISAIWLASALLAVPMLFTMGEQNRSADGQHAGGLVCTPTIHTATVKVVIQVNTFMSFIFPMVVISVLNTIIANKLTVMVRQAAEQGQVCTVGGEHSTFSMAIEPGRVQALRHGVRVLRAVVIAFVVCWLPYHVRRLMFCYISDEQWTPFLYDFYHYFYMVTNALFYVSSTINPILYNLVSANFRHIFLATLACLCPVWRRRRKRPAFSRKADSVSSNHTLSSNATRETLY
# HEK293 NOD2/NF-kB = NOD2 signaling inhibitors, cell-based, luminescence, uHTS, HEK293 (AID 1566) | HEK293 NOD2/NF-kB luciferase reporter, luminescence; higher % means a stronger effect | one-dose inhibition, % at 4 µM; EC50 in µM for titrated hits | 0.63% of 290,000 active; further: many of its hits are not listed in these tables
# KOR beta-arrestin-1 = KOR agonists, beta-arrestin recruitment, primary screen, cell-based, luminescence, uHTS (AID 1777); Kappa-type opioid receptor (Homo sapiens); KOR beta-arrestin recruitment, luminescence; higher % means a stronger effect; activation, % at 10 µM, or EC50 in µM where a hit was titrated; 0.02% of 280,000 active; in the data active means activation above about 50%, passing the limit was not always enough; further: a part of the inactive calls stands beside numbers as strong as those of hits
# NOD1 NF-kB reporter = NOD1 signaling inhibitors, primary screen, cell-based, luminescence, uHTS (AID 1578); NOD1-driven NF-kB luciferase reporter cells, luminescence; higher % means a stronger effect; one-dose inhibition, % at 4 µM; EC50 in µM for titrated hits; 1% of 290,000 active; in the data active means inhibition mostly above about 36%, no sharp cut-off; inactive means mostly below about 34%;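 further: HEK-293T reporter cells stimulated with the NOD1 agonist gamma-tri-DAP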
# KOR beta-arrestin-2 = KOR antagonists, beta-arrestin recruitment, cell-based, luminescence, uHTS (AID 1778) | Kappa-type opioid receptor (Homo sapiens) | KOR beta-arrestin recruitment, luminescence, antagonist mode; higher % means a stronger effect | inhibition, % at 10 µM; hits with a dose series show IC50 in µM | 0.091% of 290,000 active; further: strong numbers were not always called active
# GPR55 antagonists = GPR55 antagonists blocking LPI-driven arrestin recruitment, primary screen, imaging, U2OS, beta-arrestin-GFP, LPI agonist (AID 2013); G-protein coupled receptor 55 (Homo sapiens); U2OS GPR55 beta-arrestin-GFP translocation imaging, LPI antagonism; higher % means a stronger effect; inhibition, % at 10 µM, or IC50 in µM where a hit was titrated; 0.13% of 290,000 active;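 active means spots per cell inhibited over 60%, with over 100 cells counted and total cytoplasm intensity under 500,000; inconclusive means wells with under 100 cells, flagged as likely toxic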;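 further: U2OS cells stably carrying GPR55 and arrestin-GFP stimulated by 5 µM LPI near EC80; imaged beta-arrestin-GFP aggregate spots per cell after agonist stimulation; plate controls were LPI-stimulated DMSO wells for no effect and DMSO wells without LPI for full effect; some results filed as inactive read as strong as hits; confirmed hits need IC50 under 10 µM and bright autofluorescent wells are also inconclusive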
# Myeloid diff MLP = induction of myeloid progenitor differentiation, primary screen, cell-based, flow cytometry, MLPCN library; ER-HoxA9 myeloid progenitors, lysozyme-GFP differentiation; AID 624256, 2012; calls only at 10 µM; 1% of 360,000 active;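 active means normalized GFP-positive differentiation at or above the plate's own cutoff, the solvent-only control mean plus 3 SD; inconclusive means no clear call, values can overlap the other calls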;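 further: cells exposed to compound for four days before flow analysis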
# T cell modulator vesicle-bound % = also measured in T cell modulator; calls as there; double positive events, %; measured here: CD8+ vesicle-bound cell fraction;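 binding gate set so that unloaded-vesicle control wells show 10% double positive cells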
# NTR1 ag cell count 20 µM = further read-out of NTR1 ag, marked with its call; cell count; measured here: cell count, cytotoxicity flag
# Myeloid diff MLP GFP+ MAC1+ % = also measured in Myeloid diff MLP; calls as there; GFP+ MAC1+ double positive, %; measured here: differentiation confirmed by MAC1 staining
# Active calls of the source: *; i = inactive; ? = inconclusive; · = not tested or not shown; [ ] = another dose, or the depositor's remark. Unless noted, no stated cut-off is given here; in the data, active means inhibition above about 50%; inactive means the rest. This is a subset, so the mix of outcomes need not match the whole.
SMILES,T cell modulator,T cell modulator vesicle-bound %,GPR55 activation,NTR1 ag,NTR1 ag cell count 20 µM,HEK293 NOD2/NF-kB,KOR beta-arrestin-1,NOD1 NF-kB reporter,KOR beta-arrestin-2,GPR55 antagonists,Myeloid diff MLP,Myeloid diff MLP GFP+ MAC1+ %
O=C(N/N=C/c1ccccc1)C(O)c1ccccc1 (configuration not stated),i,19,-0.1%,-1.3,54,14%,-3.1%,-6%,-6%[20 µM],2%,i,0.2
Cc1ccc(CNC(=O)CN(C(=O)C2(C)CC(=O)N=C3C=CC=CN32)c2cc(C)ccc2C)cc1 (configuration not stated),i,10,0.2%,0.6,59,-6%,-1.4%,-26%,-15%,-5%,i,2.9
Cc1[nH]c2ccc(F)cc2c1CCN(Cc1cccnc1)C(=S)Nc1ccccc1,i,38,0.0%,3.4,41,11%,-0.5%,-29%,-15%,12%,i,0.2
COc1cccc(NC(=O)Cn2c(=O)n(CCCC(=O)NCc3ccco3)c(=O)c3ccccc32)c1,·,·,-0.1%,·,·,9%,0.6%,-26%,22%,1%,i,1.3
Cc1ccc2cc(CN(CC3CCCO3)C(=S)Nc3ccccc3)c(=O)[nH]c2c1C (configuration not stated),i,4,-0.2%,4.1,56,-27%,-0.5%,21%,3%,-9%,?,·
COc1ccc(/C=C/C(=O)NCCCc2ccccc2)cc1OC,i,24,0.1%,0.7,76,7%,-2.1%,-15%,·,6%,i,0.6
NC(=O)c1c(N)sc2c1CCC2,·,·,-0.3%,-0.7,97,-6%,-0.5%,-36%,-20%,9%,i,0.3
CCc1cccc(C)c1NC(=O)CNCc1ccccc1,i,35,-0.3%,-0.2,51,-8%,-0.3%,8%,-22%,-5%,i,0.4
O=C(Nc1cccc(C(F)(F)F)c1)c1cc[n+]([O-])cc1,i,54,-0.2%,-1.4,37,-7%,0.6%,-15%,-46%,-3%,i,0.4
Cc1cc2c(c(=O)o1)C(CCC1CCCCC1)C(C#N)=C(N)O2 (configuration not stated),i,23,-0.1%,-1.3,51,18%,-2.0%,6%,15%,14%,i,0.2
O=C(NCCc1cccnc1)C1CCC(=O)N(Cc2cccc(C(F)(F)F)c2)C1 (configuration not stated),i,26,-0.1%,0.4,56,1%,-3.0%,9%,24%,10%,i,4.9
Cc1nc([N+](=O)[O-])c(SCC(N)=O)n1Cc1ccccc1,i,8,-0.3%,0.1,45,11%,1.4%,-24%,8%[20 µM],7%,i,0.0
CCN(CC)S(=O)(=O)c1ccc2c(c1)nc(SC(C)C(N)=O)n2-c1ccc(OC)cc1 (configuration not stated),i,34,-0.1%,-0.3,60,11%,-3.6%,-4%,10%,1%,i,0.5
O=C(CN1CCCN(S(=O)(=O)c2ccc(F)cc2)CC1)Nc1ccccc1Br,i,40,-0.3%,3.5,50,2%,0.8%,-21%,-15%,-2%,i,1.2
COc1ccccc1CNC(=O)c1ccc(CS(=O)Cc2cccc(Cl)c2)o1 (configuration not stated),i,17,-0.1%,0.2,66,23%,-3.1%,-2%,0%,11%,i,1.6
CN(C)C(C)(C)C#CCCCCC#CC(C)(C)N(C)C,i,21,-0.4%,1.8,63,7%,-3.3%,-23%,7%,15%,i,6.7
CC(C(=O)NC1C(=O)N2C(C(=O)O)=C(CSc3nnnn3C)CSC12)n1cc(Cl)cn1 (configuration not stated),i,14,0.1%,2.0,52,-14%,0.7%,-27%,19%,2%,i,0.6
COc1ccc(CCNC(=O)CCn2c(=O)c3ccccc3n(CC(=O)NCC3CCCO3)c2=O)cc1OC (configuration not stated),i,44,-0.3%,2.8,48,-8%,-1.8%,-38%,-10%,10%,i,0.5
CSc1ccc(NC(=O)/C=C/C(=O)O)cc1,i,3,-0.1%,-0.8,62,23%,-3.6%,5%,14%,5%,i,0.3
CCC(=O)Nc1ccc(C(=O)Nc2cccc(OC)c2)cc1,i,31,-0.1%,0.0,58,-17%,5.5%,-28%,-5%,-10%,i,0.5
FC(F)(F)c1ccccc1/C=N/n1c(COc2ccccc2)n[nH]c1=S,i,23,-0.1%,-0.4,80,10%,2.7%,2%,-24%,-2%,i,0.4
COc1ccc(/C=N/NC(=O)C(=O)N2CCN(c3ccccc3OC)CC2)cc1,i,36,-0.3%,1.8,79,-3%,0.5%,-12%,-26%,2%,i,1.2
CC(=O)Nc1ccc(S(=O)(=O)NCc2cc(=O)n(C)c(=O)n2C)cc1,i,14,0.7%,0.2,62,4%,-6.4%,7%,-24%,-3%,i,0.0
O=C(CCS(=O)(=O)c1ccc(Br)cc1)N1CCN(Cc2ccccc2)CC1,i,59,-0.1%,2.0,66,1%,1.2%,-21%,-4%,10%,i,1.0
O=Cc1cc([N+](=O)[O-])ccc1N1CCOCC1,i,50,-0.3%,3.7,59,24%,4.4%,-11%,-17%,9%,i,0.3
O=C(O)[C@H]1CCCC[C@H]1C(=O)Nc1ccc(Nc2ccccc2)cc1,i,19,0.9%,-2.0,84,17%,1.2%,7%,13%,-11%,i,0.2
CC(C)CC(=O)NNC(=S)Nc1ccc(S(N)(=O)=O)cc1,i,16,0.2%,0.1,47,-13%,-11%,-26%,6%[20 µM],7%,i,0.2
O=C1N=C(N2CCN(c3ccccc3)CC2)S/C1=C\c1cn[nH]c1-c1ccccc1,i,9,-0.2%,11,40,8%,3.8%,23%,-21%,2%,?,·
O=S(=O)(Nc1ccccn1)c1ccc(Br)cc1,i,52,0.3%,-0.1,52,-5%,-6.6%,26%,-20%[20 µM],0%,i,0.5
CCN1CCN(S(=O)(=O)c2ccc(S(=O)(=O)NC3CC3)cc2)CC1,i,11,0.2%,-0.1,46,-2%,-1.2%,-9%,21%,4%,i,0.6
O=S(=O)(NNc1ccc(F)cc1F)c1cccc(Cl)c1,i,36,-0.2%,1.5,42,-82%,-5.2%,-100%,12%,2%,i,0.0
C=CCNC(=O)C1CC(=O)N(c2ccc(OCC(=O)Nc3ccc(OC)cc3)cc2)C1 (configuration not stated),i,44,0.2%,0.0,68,1%,0.2%,-41%,14%,-10%,i,1.5
O=C(CCCNS(=O)(=O)c1cccs1)N1CCc2ccccc2C1,i,18,-0.1%,-0.4,81,-3%,3.1%,-29%,6%,-12%,i,0.3
O=C(O)CN(c1cccc(C(F)(F)F)c1)S(=O)(=O)c1ccccc1,i,34,0.0%,3.2,46,13%,-13%,-36%,-29%[20 µM],2%,i,0.8
O=C(CSc1nc2c(c(=O)[nH]1)CCC2)Nc1cccc(Cl)c1,i,35,-0.2%,-1.1,87,4%,-2.4%,13%,19%,3%,i,3.9
Cc1ccc(/C=N/N=C2/NC(=O)C(CC(=O)Nc3ccccc3)S2)o1 (configuration not stated),i,34,-0.4%,2.1,74,5%,0.2%,-18%,-19%,-7%,i,0.8
CCCCCN1CC(O)=C(c2nc3ccccc3[nH]2)C1=N,i,45,-0.2%,1.0,45,-8%,-1.1%,-29%,13%,3%,i,1.1
COc1ccc(-n2cc(CN3CCC(OC)CC3)c(-c3cccc(F)c3)n2)cc1,i,28,-0.1%,-1.2,62,12%,3.4%,16%,-35%[20 µM],8%,i,0.8
COC(=O)CCCNC(=O)c1ccccn1,i,16,-0.3%,2.2,62,9%,-8.3%,-20%,1%,19%,i,1.0
O=C(c1ccc(NC(=S)NCc2ccco2)cc1)N1CCCCC1,i,47,-0.3%,3.9,52,-15%,-1.3%,-28%,21%,9%,i,0.1
O=C(NNS(=O)(=O)c1ccc([N+](=O)[O-])cc1)c1ccncc1,i,23,-0.2%,-1.5,37,5%,-6.1%,-24%,1%,2%,i,0.6
NC(=O)C(c1ncc(C(F)(F)F)cc1Cl)c1c(Cl)cccc1Cl (configuration not stated),i,26,-0.3%,0.0,78,-1%,4.3%,6%,-30%,-9%,i,0.9
c1ccc(CN2CCN(CCCNc3ccc4nnc(-c5ccccc5)n4n3)CC2)cc1,i,21,0.5%,0.9,71,8%,-0.9%,-4%,-8%,6%,i,3.8
Cc1ccc(N(C)C(=O)c2ccc3c(Cl)c4c(nc3c2)CCC4)cc1C,i,42,0.8%,21,49,-1%,-1.8%,-7%,29%,14%,i,6.0
COc1ccc(C(CC(=O)NCCN2CCOCC2)NS(=O)(=O)c2ccc(C)cc2)cc1 (configuration not stated),i,32,-0.1%,-0.8,53,11%,-7.8%,6%,-8%,-6%,i,4.5
CSc1ccc(CN(C)CCc2ccccn2)cc1,i,34,-0.1%,0.4,53,-6%,4.2%,52%,-19%[20 µM],4%,i,0.4
O=C1CCC(C(=O)NCc2ccccc2)N1 (configuration not stated),i,·,0.2%,0.8,62,20%,-1.7%,9%,-32%[20 µM],0%,i,0.4
CCN(CC)CCNCC(O)(c1ccc(Cl)cc1)c1ccc(Cl)cc1,i,52,0.8%,0.6,52,-19%,2.5%,-25%,0%,3%,i,0.2
Cc1ccc(NS(=O)(=O)c2ccc(C(=O)N3CCN(c4ccccn4)CC3)cc2)cc1,i,26,-0.1%,1.2,57,18%,6.1%,15%,-24%,-12%,i,0.6
CN(C)S(=O)(=O)c1cccc(NC(=O)Cc2ccc(-c3ccccc3)cc2)c1,i,65,0.0%,6.5,61,31%,0.5%,-12%,-6%,6%,i,4.4

# Exported as tab-separated lines: part of the list above
Structure	T cell modulator	T cell modulator vesicle-bound %	GPR55 activation	NTR1 ag	NTR1 ag cell count 20 µM	HEK293 NOD2/NF-kB	KOR beta-arrestin-1	NOD1 NF-kB reporter	KOR beta-arrestin-2	GPR55 antagonists	Myeloid diff MLP	Myeloid diff MLP GFP+ MAC1+ %
COc1ccc(-n2cc(CN3CCC(OC)CC3)c(-c3cccc(F)c3)n2)cc1	i	28	-0.1%	-1.2	62	12%	3.4%	16%	-35%[20 µM]	8%	i	0.8
COC(=O)CCCNC(=O)c1ccccn1	i	16	-0.3%	2.2	62	9%	-8.3%	-20%	1%	19%	i	1.0
